Assay outcomes as filed in PubChem BioAssay.
IDH1 R132H inh = inhibitors of human IDH1 R132H; O75874; inhibition, % at 10 µM; 70,000 tested, 0.18% active; IDH1 R132H reductase, diaphorase/resazurin fluorescence, 60 min; AID 624101; in the data active = inhibition above about 34%;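 also: 0% = DMSO and 100% = no enzyme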
PRC2 inh = EZH2 (human) methyltransferase inhibition. Q15910. PRC2 H3K27 methylation, DELFIA TRF, 1 h. inhibition, % at 12.5 µM. 57,000 tested, 0.35% active;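 active = mean inhibition of replicates at least 50% and every single replicate also reaching 50%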;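 also: dimethyl H3K27 on biotinylated H3 21-44 peptide detected by antibody; plate controls were median neutral control wells for no effect and median positive control wells for full effect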
Target sequence (Q15910 whole entry, looked up): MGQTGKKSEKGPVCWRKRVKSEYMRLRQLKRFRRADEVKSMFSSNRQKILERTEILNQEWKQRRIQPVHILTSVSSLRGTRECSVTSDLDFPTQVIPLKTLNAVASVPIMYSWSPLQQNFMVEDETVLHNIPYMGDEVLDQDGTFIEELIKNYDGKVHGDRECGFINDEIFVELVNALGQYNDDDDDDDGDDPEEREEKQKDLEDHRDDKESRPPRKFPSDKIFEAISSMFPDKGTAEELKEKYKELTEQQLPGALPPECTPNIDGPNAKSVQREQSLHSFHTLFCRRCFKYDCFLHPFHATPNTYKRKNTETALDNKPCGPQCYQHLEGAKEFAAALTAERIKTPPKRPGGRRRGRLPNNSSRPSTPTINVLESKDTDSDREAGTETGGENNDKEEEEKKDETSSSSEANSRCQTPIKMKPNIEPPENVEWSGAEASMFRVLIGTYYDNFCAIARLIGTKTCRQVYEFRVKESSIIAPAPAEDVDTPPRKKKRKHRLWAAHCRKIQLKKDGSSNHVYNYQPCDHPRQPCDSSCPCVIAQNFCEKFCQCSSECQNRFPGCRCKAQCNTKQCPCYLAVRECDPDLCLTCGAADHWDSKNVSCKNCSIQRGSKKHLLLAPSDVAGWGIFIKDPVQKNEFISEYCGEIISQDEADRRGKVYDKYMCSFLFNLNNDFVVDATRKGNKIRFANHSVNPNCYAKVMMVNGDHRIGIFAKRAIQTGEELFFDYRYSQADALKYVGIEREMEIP
Numbers without * were called inactive; · = no result given; & = joins results of further samples. Not all compounds are listed. The share of hits here may be higher or lower than overall.

Each structure is followed by: IDH1 R132H inh	PRC2 inh
C[C@H]1CN([C@@H](C)CO)C(=O)Cc2cc(NC(=O)CCC(F)(F)F)ccc2O[C@@H]1CN(C)CC1CCCCC1
→ 3.4	·
CO[C@@H]1CN(C)C(=O)c2cc(NC(=O)NC3CCCCC3)ccc2OC[C@@H](C)NC[C@H]1C
→ 0.5	-5
Cc1noc(C)c1NC(=O)N(C)C[C@H]1OCCCC[C@H](C)Oc2ccc(NS(=O)(=O)c3cn(C)cn3)cc2C(=O)N([C@@H](C)CO)C[C@@H]1C
→ -7.3	·
C=C1[C@@H]2CC[C@H]3[C@@]4(C)C(C[C@H](OC(=O)[C@]5(C)O[C@@H]5C)[C@]3(C2)[C@@H]1OC(C)=O)[C@](C)(C(=O)OC)CC[C@H]4OC(C)=O (some centres undefined)
→ 0.8	·
CC(C)Cc1ccc(C(C)c2nc(-c3cccs3)no2)cc1 (centres undefined)
→ -0.4	27
O=C(C[C@@H]1C=C[C@H](NC(=O)c2ccccc2)[C@H](CO)O1)NCc1ccc(Oc2ccccc2)cc1
→ 0.0	4
CCCNC(=O)Nc1ccc2c(c1)OC[C@H](C)N(C(=O)C1CCCCC1)C[C@H](C)[C@H](OC)CN(C)C2=O
→ 0.1	-7
CO[C@@H]1CN(C)C(=O)c2ccc(NC(=O)C3CCCC3)cc2OC[C@@H](C)N(C(=O)Nc2ccc(C(F)(F)F)cc2)C[C@H]1C
→ 0.3	-22
CC(C)NC(=O)Nc1cccc2c1O[C@@H](CN(C)Cc1ccc(C(F)(F)F)cc1)[C@H](C)CN([C@H](C)CO)C2=O
→ 1.2	·
C[C@@H]1CN([C@@H](C)CO)C(=O)c2cccc(NS(=O)(=O)c3ccc(F)cc3)c2O[C@@H]1CN(C)C(=O)Nc1ccc(F)cc1
→ -1.3	·
Cc1cccc(C)c1NC(=O)CC(C(=O)O)N(C)C (centres undefined)
→ -0.3	-5
COc1ccc(S(=O)(=O)N(C)C[C@@H]2Oc3ccc(NC(=O)Nc4ccc5c(c4)OCO5)cc3CC(=O)N([C@@H](C)CO)C[C@@H]2C)cc1
→ -1.4	·
C[C@H]1CN([C@@H](C)CO)C(=O)c2cc(-c3cccc(C#N)c3)cnc2O[C@@H]1CN(C)Cc1ccccc1
→ -0.7	·
C[C@H]1CN([C@@H](C)CO)C(=O)c2cc(C#CCc3ccccc3)cnc2O[C@H]1CN(C)C(=O)C1CCOCC1
→ 0.0	-3
Cc1ccc(S(=O)(=O)Nc2cccc3c2O[C@@H](CN(C)Cc2ccc4c(c2)OCO4)[C@H](C)CN([C@H](C)CO)C3=O)cc1
→ ·	17
C[C@@H]1CN([C@H](C)CO)C(=O)c2cc(NC(=O)CCCN(C)C)ccc2O[C@@H]1CN(C)C(=O)NC1CCCCC1
→ -0.3	-11
C[C@H](CO)N1C[C@H](C)[C@H](CN(C)CC2CCCCC2)Oc2c(NC(=O)Nc3ccc4c(c3)OCO4)cccc2C1=O
→ ·	1
Cc1ccc2nc(-c3ccncc3)cc(C(=O)NCc3ccccn3)c2c1
→ 1.4	-14
C[C@@H]1CN([C@H](C)CO)C(=O)Cc2cc(NC(=O)Cc3ccccc3)ccc2O[C@H]1CN(C)Cc1ccncc1
→ 8.4	·
CCC(=O)N[C@@H]1C=C[C@H](CC(=O)NCc2ccc(OC)cc2)O[C@@H]1CO
→ 0.1	7
O=c1[nH]ncc(N2CCCCCC2)c1Cl
→ 0.0	·
CNC[C@H]1Oc2ccc(NC(=O)Nc3ccc(C(F)(F)F)cc3)cc2CC(=O)N([C@@H](C)CO)C[C@H]1C
→ 2.3	0
CC(C)NC(=O)N(C)C[C@H]1Oc2cc(C#Cc3ccccn3)ccc2S(=O)(=O)N([C@@H](C)CO)C[C@@H]1C
→ 0.3	2
COc1cc(Br)c(CCNC(=O)c2ccco2)cc1OC
→ -0.4	-1
OCCN1CCN(CC#CCn2c3ccccc3c3ccccc32)CC1
→ -2.2	-39
C[C@@H]1CN([C@@H](C)CO)C(=O)c2cc(N(C)C)ccc2O[C@@H](C)CCCCO[C@H]1CN(C)C(=O)c1ccccc1
→ ·	8
COCC(=O)Nc1ccc2c(c1)C(=O)N(C)C[C@@H](OC)[C@@H](C)CN(C(C)=O)[C@@H](C)CO2
→ -0.2	3
S=C1NCCN1CCOc1ccccc1
→ -0.8	11
COc1ccc(NC(=O)N(C)C[C@H]2Oc3cc(C#CCN(C)C)ccc3S(=O)(=O)N([C@@H](C)CO)C[C@@H]2C)cc1
→ -0.4	·
CCCN1C[C@H](C)[C@H](OC)CN(C)C(=O)c2cc(NC(=O)c3ccccc3)ccc2OC[C@H]1C
→ -0.2	-5

Reprinted at random: 4 compounds from above
Each structure is followed by: IDH1 R132H inh	PRC2 inh
C[C@H](CO)N1C[C@H](C)[C@H](CN(C)CC2CCCCC2)Oc2c(NC(=O)Nc3ccc4c(c3)OCO4)cccc2C1=O
→ ·	1
COCC(=O)Nc1ccc2c(c1)C(=O)N(C)C[C@@H](OC)[C@@H](C)CN(C(C)=O)[C@@H](C)CO2
→ -0.2	3
C[C@@H]1CN([C@@H](C)CO)C(=O)c2cc(N(C)C)ccc2O[C@@H](C)CCCCO[C@H]1CN(C)C(=O)c1ccccc1
→ ·	8
CCC(=O)N[C@@H]1C=C[C@H](CC(=O)NCc2ccc(OC)cc2)O[C@@H]1CO
→ 0.1	7

Following part.
Each structure is followed by: IDH1 R132H inh	PRC2 inh
C[C@@H]1CCCCO[C@@H](CN(C)C(=O)Nc2ccccc2)[C@H](C)CN([C@@H](C)CO)C(=O)c2cc(NC(=O)C3CCCCC3)ccc2O1
→ 1.4	·
Cc1noc(C)c1S(=O)(=O)N(C)C[C@H]1Oc2ccc(NC(=O)Cc3cn(C)c4ccccc34)cc2CC(=O)N([C@@H](C)CO)C[C@@H]1C
→ -7.1	·
C[C@@H]1CCCCO[C@H](CN(C)S(=O)(=O)c2cccs2)[C@H](C)CN([C@@H](C)CO)C(=O)c2cc(NS(=O)(=O)c3cn(C)cn3)ccc2O1
→ -0.9	·
C[C@H]1CN([C@@H](C)CO)C(=O)c2cccc(NC(=O)CCCCCC(=O)Nc3ccccc3N)c2O[C@@H]1CN(C)C(=O)Nc1cccc2ccccc12
→ 0.2	-9
Cc1ccccc1-c1ccc2c(c1)O[C@H](CN(C)Cc1ccncc1)[C@H](C)CN([C@@H](C)CO)S2(=O)=O
→ 4.3	12
C[C@H]1CN([C@@H](C)CO)C(=O)Cc2cc(NC(=O)Nc3ccc(C(F)(F)F)cc3)ccc2O[C@@H]1CN(C)S(=O)(=O)c1cn(C)cn1
→ -8.5	·
C[C@H](CO)N1C[C@H](C)[C@H](CN(C)C(=O)Nc2ccc3c(c2)OCO3)Oc2ccc(NC(=O)Nc3ccc4c(c3)OCO4)cc2CC1=O
→ -19	·
CCCCN1CCC(CCC(=O)c2cc(Cl)c(N)cc2OC)CC1
→ -2.2	-16
COc1ccc(S(=O)(=O)N[C@H]2C=C[C@@H](CC(=O)NCCc3ccncc3)O[C@H]2CO)cc1
→ 0.0	4
CCCc1nc(SCC(=O)c2ccccc2Cl)[nH]c(=O)c1C
→ -0.6	-4
C[C@H](CO)N1C[C@H](C)[C@H](CN(C)Cc2ccc(C(F)(F)F)cc2)Oc2c(NS(C)(=O)=O)cccc2C1=O
→ 0.1	3
C[C@H](O)C#Cc1ccc2c(c1)O[C@@H](CN(C)C)[C@@H](C)CN([C@@H](C)CO)S2(=O)=O
→ 1.3	·
Cc1noc(C)c1S(=O)(=O)Nc1ccc2c(c1)C(=O)N([C@H](C)CO)C[C@H](C)[C@H](CN(C)CC1CCCCC1)O2
→ 0.6	·
COc1ccc(N2C(=O)CC(SCC(=O)Nc3ccc(F)cc3)C2=O)cc1 (centres undefined)
→ -0.6	6
C[C@H]1CCCCO[C@@H](CN(C)C)[C@@H](C)CN([C@@H](C)CO)C(=O)c2cc(NC(=O)Nc3cccc4ccccc34)ccc2O1
→ -17	-21

3 entries from above, sorted by length of the SMILES, low to high.
Each structure is followed by: IDH1 R132H inh	PRC2 inh
CCCc1nc(SCC(=O)c2ccccc2Cl)[nH]c(=O)c1C
→ -0.6	-4
Cc1noc(C)c1S(=O)(=O)Nc1ccc2c(c1)C(=O)N([C@H](C)CO)C[C@H](C)[C@H](CN(C)CC1CCCCC1)O2
→ 0.6	·
C[C@@H]1CCCCO[C@@H](CN(C)C(=O)Nc2ccccc2)[C@H](C)CN([C@@H](C)CO)C(=O)c2cc(NC(=O)C3CCCCC3)ccc2O1
→ 1.4	·

The list continues:
Structure	IDH1 R132H inh	PRC2 inh
O=C(C[C@H]1CC[C@H](NC(=O)C2CC2)[C@@H](CO)O1)NCCCN1CCOCC1	0.3	2
C[C@H](CO)N1C[C@H](C)[C@@H](CN(C)S(=O)(=O)c2ccc(Cl)cc2)Oc2ccc(NC(=O)Nc3ccccc3)cc2CC1=O	0.3	-22
COc1ccc(C(=O)CSc2nnc(-c3ccc(OC)c(OC)c3)n2-c2ccc(C)cc2)cc1	0.9	5
COC(=O)c1cc(CO)cc(O)c1C(=O)c1c(O)cccc1O	2.3	-17
O=C(O)C1=C[C@@H](c2ccc3c(c2)OCO3)C[C@@H](OCc2ccc(CO)cc2)O1	·	-9&-16
Cc1sc(NC(=O)COc2ccc(Cl)cc2Cl)c(C(N)=O)c1C	0.7	11
C[C@H](CO)N1C[C@H](C)[C@@H](CN(C)C(=O)CC2CC2)Oc2cc(-c3ccncc3)ccc2S1(=O)=O	3.2	-3
Cc1cc(C(=O)Nc2cccc3c2O[C@@H](CN(C)C)[C@H](C)CN([C@H](C)CO)C3=O)n(C)n1	-0.8	-2
COc1ccc(CN(C)C[C@H]2Oc3ccc(NC(=O)Nc4cccc5ccccc45)cc3C(=O)N([C@H](C)CO)C[C@H]2C)cc1	-1.3	-14
Cc1nn(CC(=O)Nc2ccc(C#N)cc2)c(C)c1[N+](=O)[O-]	0.0	-3
Cc1noc(C)c1NC(=O)N(C)C[C@@H]1OCCCC[C@H](C)Oc2ccc(NC(=O)NC3CCCCC3)cc2C(=O)N([C@@H](C)CO)C[C@H]1C	0.6	·
COCC(=O)Nc1ccc2c(c1)OC[C@@H](C)N(C(=O)c1ccccc1)C[C@@H](C)[C@H](OC)CN(C)C2=O	0.1	3
COC(=O)C[C@H]1C[C@H]2c3cc(NC(=O)Cc4ccncc4)ccc3O[C@H]2[C@@H](CO)O1	-0.1	-5
O=C(COc1ccc([N+](=O)[O-])cc1)Nc1ccc2oc(-c3cccc(Br)c3)nc2c1	0.1	9
CC(=O)N(C)C[C@H]1Oc2cc(-c3cccnc3)ccc2S(=O)(=O)N([C@H](C)CO)C[C@H]1C	0.0	·
C[C@@H]1CN([C@@H](C)CO)C(=O)c2cc(NS(=O)(=O)c3cccs3)ccc2O[C@@H](C)CCCCO[C@H]1CN(C)C(=O)CCCN(C)C	1.8	·
Cc1noc(C)c1S(=O)(=O)Nc1ccc2c(c1)C(=O)N([C@@H](C)CO)C[C@H](C)[C@@H](CN(C)Cc1ccc3c(c1)OCO3)O2	0.0	·
CC(C)NC(=O)N[C@@H]1CC[C@H](CC(=O)NCc2ccc(Oc3ccccc3)cc2)O[C@H]1CO	-0.2	-2
CC(C)NC(=O)Nc1cccc2c1O[C@H](CN(C)C(=O)Nc1cccc3ccccc13)[C@H](C)CN([C@@H](C)CO)C2=O	·	4
C[C@H](CO)N1C[C@H](C)[C@H](CN(C)C(=O)c2ccncc2)Oc2cc(/C=C/c3ccccc3)ccc2S1(=O)=O	-2.5	-6
C[C@@H]1CN([C@H](C)CO)C(=O)c2cc(NC(=O)Cc3cn(C)c4ccccc34)ccc2O[C@@H]1CN(C)Cc1ccc(C(=O)O)cc1	-33	·
C[C@H]1CN([C@@H](C)CO)C(=O)Cc2cc(NC(=O)Nc3ccc4c(c3)OCO4)ccc2O[C@@H]1CN(C)C	2.4	-4
C[C@H]1CN([C@@H](C)CO)C(=O)c2cccc(NC(=O)Nc3ccc(C(F)(F)F)cc3)c2O[C@H]1CN(C)CC1CCCCC1	-1.8	·
Cc1[nH]c(=S)[nH]c(=O)c1Cc1ccc(C(=O)O)o1	2.7	12
CNC[C@@H]1Oc2ccc(NC(=O)C3CCCCC3)cc2C(=O)N([C@@H](C)CO)C[C@H]1C	3.3	21
Cc1ccc(NC(=O)CSc2nnc(-c3ccncc3)n2C)c(Br)c1	-0.1	3
C[C@@H]1CN([C@H](C)CO)C(=O)c2cc(NS(=O)(=O)c3cn(C)cn3)ccc2O[C@@H]1CN(C)C(=O)NC1CCCCC1	1.0	·
Cc1ccc(S(=O)(=O)Nc2ccc3c(c2)C(=O)N([C@@H](C)CO)C[C@@H](C)[C@H](CN(C)C(=O)CCC(F)(F)F)OCCCC[C@@H](C)O3)cc1	0.9	·
CC(C)NC(=O)Nc1ccc2c(c1)C(=O)N([C@H](C)CO)C[C@@H](C)[C@H](CN(C)Cc1ccc3c(c1)OCO3)OCCCC[C@H](C)O2	0.0	·
CO[C@@H]1CN(C)C(=O)c2cc(NC(C)=O)ccc2OC[C@H](C)N(C(=O)c2ccc(F)cc2)C[C@H]1C	0.0	4
COc1ccc(C#Cc2ccc3c(c2)O[C@@H](CN(C)C(=O)c2ccccn2)[C@H](C)CN([C@@H](C)CO)S3(=O)=O)cc1	-0.8	3
COc1ccc(-c2nc(N)ncc2-c2cscn2)c(O)c1	0.7	-10
Cc1noc(C)c1S(=O)(=O)N(C)C[C@H]1Oc2ccc(NC(=O)Cn3cnnn3)cc2CC(=O)N([C@@H](C)CO)C[C@@H]1C	0.6	·
COc1ccc(NC(=O)Nc2cccc3c2O[C@H](CN(C)Cc2ccc(Oc4ccccc4)cc2)[C@H](C)CN([C@@H](C)CO)C3=O)cc1	0.4	·
COc1cc2c(cc1O)C=[N+](Cc1cccc(OC(F)(F)F)c1)CC2	-0.3	1
C[C@@H]1CN([C@H](C)CO)C(=O)Cc2cc(NC(=O)Cc3ccccc3)ccc2O[C@H]1CN(C)S(=O)(=O)c1ccc(F)cc1	0.1	3
C[C@H](CO)N1C[C@H](C)[C@H](CN(C)Cc2ccncc2)Oc2ccc(NC(=O)CCC(F)(F)F)cc2C1=O	4.7	3
